Assay outcomes (PubChem)
Gal4-VP16 FLuc – inhibits Gal4-VP16 luciferase reporter, ROR gamma counter-screen; Drosophila S2 Gal4-VP16 UAS-luciferase, luminescence, 20 h; 310,000 tested, 3.5% active; Potency, µM (doses to about 53.6 µM), for inactives: at the highest dose activity, negative = inhibition, most hits filed as inhibitors; AID 2546;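 note: Gal4-VP16 expression switched on by copper sulfate through the metallothionein promoter; potency is the fitted concentration of half-maximal effect; % is set by controls: 0 for no effect and ±100 for the full control effect; nearly all actives have a fitted effect of over 50% in size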
Menin MLL FP TR – displaces Texas Red mutant MLL peptide from human menin; O00255; Menin + Texas Red MLL mutant peptide, fluorescence polarization; Potency, µM (top dose mostly 61.6 µM), for the others: at the highest dose FP activity change, negative = inhibition, most hits filed as inhibitors; 270,000 tested, 0.23% active; AID 1768; active = well fitted inhibition curve with a large enough effect in the polarisation, with a control signal flat, not every such curve was filed as active; inconclusive = small, poorly fitted or top-dose-only effect, or effect the other way, or a change in a side signal; inactive = no such curve, though single readings can be large or run the other way; the % refers to the polarisation; note: potency is the fitted concentration of half-maximal effect; % of control where 0% means no effect; many of its hits are not listed in these tables
Target sequence (O00255 whole entry, looked up): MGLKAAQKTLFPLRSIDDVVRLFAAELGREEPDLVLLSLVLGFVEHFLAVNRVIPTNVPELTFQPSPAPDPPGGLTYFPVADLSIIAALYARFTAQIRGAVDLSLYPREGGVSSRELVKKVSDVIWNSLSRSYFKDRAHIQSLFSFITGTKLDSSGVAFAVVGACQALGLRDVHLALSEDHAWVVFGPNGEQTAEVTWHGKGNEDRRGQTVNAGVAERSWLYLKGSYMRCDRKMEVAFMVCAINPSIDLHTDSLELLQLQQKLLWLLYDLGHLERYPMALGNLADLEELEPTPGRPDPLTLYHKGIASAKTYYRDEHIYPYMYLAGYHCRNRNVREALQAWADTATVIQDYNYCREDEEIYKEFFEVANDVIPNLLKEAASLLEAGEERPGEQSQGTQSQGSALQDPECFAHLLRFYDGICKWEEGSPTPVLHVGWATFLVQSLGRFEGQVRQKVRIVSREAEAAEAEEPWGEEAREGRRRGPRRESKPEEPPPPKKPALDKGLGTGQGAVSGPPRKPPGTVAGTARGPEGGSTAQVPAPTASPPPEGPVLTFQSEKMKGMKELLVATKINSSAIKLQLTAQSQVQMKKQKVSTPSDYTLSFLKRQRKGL
p53 reactivation – restores transcriptional activity of mutant p53; Potency, µM (series often up to 92.2 µM), for the others: top-dose activity change, positive = activation, hits mostly activators; H1299 p53-A138V BP100-luciferase reporter, luminescence, 24 h; 320,000 tested, 0.063% active; note: potency is the fitted concentration of half-maximal effect; % of control where 0% means no effect; nearly all actives have a fitted effect of over 45% in size
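p53-null H1299 cells stably carrying temperature-sensitive p53-A138V and a BP100-luciferase reporter were pinned with compounds (4-point, 1:5 series) and held 24 hrs at 37 deg C. Luminescence was read 10 min after detection reagent.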
RORg inh – inhibitors of mouse ROR gamma transcriptional activity. AID 2551. Drosophila S2 Gal4-RORgamma UAS-luciferase reporter, 20 h. P51450. Potency, µM (titrated, usually from 53.6 µM), without a hit: at the highest dose activity change, negative = inhibition, most hits filed as inhibitors. 310,000 tested, 5.4% active; note: potency is the fitted concentration of half-maximal effect; % is set by controls: 0 for no effect and ±100 for the full control effect; nearly all actives have a fitted effect of over 60% in size
Target sequence (P51450 whole entry, looked up, the tested form may be a part): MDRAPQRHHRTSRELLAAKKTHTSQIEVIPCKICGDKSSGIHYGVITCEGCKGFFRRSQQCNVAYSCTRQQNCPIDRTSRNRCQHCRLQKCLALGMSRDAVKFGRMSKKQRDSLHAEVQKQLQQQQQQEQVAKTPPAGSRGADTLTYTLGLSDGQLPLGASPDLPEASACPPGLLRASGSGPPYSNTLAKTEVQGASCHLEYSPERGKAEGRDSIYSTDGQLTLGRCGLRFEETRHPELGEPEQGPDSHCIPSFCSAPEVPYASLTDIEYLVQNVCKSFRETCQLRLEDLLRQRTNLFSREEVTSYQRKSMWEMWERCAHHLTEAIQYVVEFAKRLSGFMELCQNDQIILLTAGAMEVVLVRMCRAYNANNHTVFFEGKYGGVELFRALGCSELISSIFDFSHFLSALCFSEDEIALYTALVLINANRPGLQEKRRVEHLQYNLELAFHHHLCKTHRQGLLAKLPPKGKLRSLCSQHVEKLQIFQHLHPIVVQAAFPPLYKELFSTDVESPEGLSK
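Compounds are pin-transferred onto Drosophila Schneider cells expressing a copper-inducible Gal4–ROR gamma transactivation domain fusion. After 1 hr, copper sulfate is added to 700 uM final; luciferase is read 20 hr later.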
ELG1 genotox – genotoxicity induction in ELG1-luciferase HEK293T cells; HEK293T ELG1-luciferase reporter, luminescence, 16 h; Potency, µM (top dose mostly 46 µM), for the others: at the highest dose activity change, positive = activation, most hits filed as activators; 330,000 tested, 1.3% active; note: potency is the fitted concentration of half-maximal effect; % of control where 0% means no effect; nearly all actives have a fitted effect of over 60% in size
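After overnight (16 hr) compound treatment at 37 °C, ELG1-luciferase HEK293T cells were lysed with ONE-Glo; luminescence quantified 30 min later at room temperature.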
NPC1 prom act – NPC1 promoter activation. Huh7 NPC1 promoter luciferase reporter, 24 h. Potency, µM (highest dose often 9.22 µM), for the others: at the highest dose activation, actives largely listed as activators. 320,000 tested, 2.4% active. AID 485313;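 note: potency is the fitted concentration of half-maximal effect; % of control where 0% means no effect; nearly all actives have a fitted effect of over 60% in size; reporter is driven by a mutant NPC1 promoter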
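In 1536-well qHTS, Huh7 cells harboring an NPC1 promoter–luciferase construct received compound for 24 h; activation was quantified by luminescence following luciferase reagent addition.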
BRCA1 expr up – increases BRCA1 expression | Potency, µM (doses to about 46.1 µM), without a hit: top-dose activation, most hits filed as activators | MCF7-BRCA1-FFLuc reporter, luminescence, 48 h; response scale: scaled: vehicle 0%, 10 µM genistein 100% | 380,000 tested, 1.1% active; note: potency is the fitted concentration of half-maximal effect; nearly all actives have a fitted effect of over 80% in size; some results filed as inactive show a strong effect at the top dose
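Quantitative HTS in MCF7 cells stably reporting BRCA1 expression via firefly luciferase. Compound treatment lasts 48 h at 37 °C in phenol-red free MEM. Activation is expressed relative to genistein at 10 microM and DMSO.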
PKM2 act – increases activity of human pyruvate kinase M2; purified PKM2, Kinase-Glo ATP luminescence, activation; response scale: 0% is enzyme alone, no compound; Potency, µM (titrated, usually from 57.5 µM), inactives show top-dose activation, most hits filed as activators; 260,000 tested, 0.34% active; note: potency is the fitted concentration of half-maximal effect; % is set by controls: 0 for no effect and ±100 for the full control effect; nearly all actives have a fitted effect of over 55% in size
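Kinase-Glo luminescence reports ATP generated from ADP (0.1 mM) and PEP (0.5 mM) by purified hPK-M2 after 1 h at room temperature, pH 7.2 imidazole buffer; intermediate enzyme activity allows detecting inhibitors and activators.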
Rab9 prom act – activators of Rab9 promoter; Huh7 Rab9 promoter-luciferase reporter, luminescence, 24 h; Potency, µM (series often up to 9.22 µM), for the others: top-dose activation, negative = inhibition, actives largely listed as activators; 320,000 tested, 2.8% active; AID 485297; note: potency is the fitted concentration of half-maximal effect; % of control where 0% means no effect; nearly all actives have a fitted effect of over 60% in size
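Using Huh7 cells stably transfected with Rab9 promoter–luciferase, compounds were incubated 24 h at 37 °C, 5% CO2; luciferase luminescence was read 10 min after reagent addition.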
FLuc counter – firefly luciferase modulation, counter-screen for miR-21 project | 360,000 tested, 6.9% active | Potency, µM (titrated, usually from 57.5 µM), without a hit: at the top dose activity change, negative = inhibition, hits mostly inhibitors | AID 588342 | purified FLuc, Km substrates, luminescence inhibition;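 note: potency is the fitted concentration of half-maximal effect; plate controls were vehicle for no effect and reference inhibitor for full effect; nearly all actives have a fitted effect of over 55% in size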
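Purified P. pyralis luciferase, 10 nM final, with Km-level 10 uM D-luciferin and 10 uM ATP in 50 mM Tris acetate pH 7.5, 10 mM Mg acetate, 0.01% Tween-20, 0.05% BSA; 6-point qHTS titration about 60 µM downward; luminescence read.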
Giardia killer – Giardia lamblia killing; Giardia lamblia trophozoite viability; activity change, % at 7.66 µM, hits read low; 340,000 tested, 0.15% active; in the data active = activity change below about -80%; inconclusive = between about -30% and that limit;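 note: parasites exposed to compound for two days anaerobically before the ATP read; % is set by controls: 0 for no effect and ±100 for the full control effect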
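Anaerobic 48 hrs incubation at 37 deg C of 100 trophozoites/well with test compounds; ATPLite 1-Step luminescence, 15-30 min RT, reports cellular ATP as viability.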
An asterisk follows results filed as active; ? = inconclusive; · = not tested or not shown; [ ] = dose if it differs, or a comment. Unless noted, calls come from the whole dose curve; as a rule, active = well fitted curve in the direction sought with a large enough effect; inconclusive = small, poorly fitted or top-dose-only effect, or another doubt; inactive = no such curve, though single readings can be large; an effect the other way counts as inactive or inconclusive. Some of the compounds tested, so the mix of outcomes need not match the whole.

Preview (2 entries):
SMILES | Gal4-VP16 FLuc | Menin MLL FP TR | p53 reactivation | RORg inh | ELG1 genotox | NPC1 prom act | BRCA1 expr up | PKM2 act | Rab9 prom act | FLuc counter | Giardia killer
CCN(CC)c1ccc(/C=N/Nc2nc3ccccc3[nH]2)cc1 | 4µM* | ? | ? | 3.2µM* | ? | 24% | -57% | -2% | ? | 6µM* | 1
O=C(O)C1C2CCC(O2)C1C(=O)Nc1cccc(F)c1 (centres undefined) | 1% | 2% | 16% | 8% | 11% | -3% | · | 0% | 2% | 0% | ·

Results, from the start:
SMILES | Gal4-VP16 FLuc | Menin MLL FP TR | p53 reactivation | RORg inh | ELG1 genotox | NPC1 prom act | BRCA1 expr up | PKM2 act | Rab9 prom act | FLuc counter | Giardia killer
CCN(CC)c1ccc(/C=N/Nc2nc3ccccc3[nH]2)cc1 | 4µM* | ? | ? | 3.2µM* | ? | 24% | -57% | -2% | ? | 6µM* | 1
O=C(O)C1C2CCC(O2)C1C(=O)Nc1cccc(F)c1 (centres undefined) | 1% | 2% | 16% | 8% | 11% | -3% | · | 0% | 2% | 0% | ·
Cc1cc(C(=O)NCC(=O)OC(C(=O)Nc2cc(C(F)(F)F)ccc2Cl)c2ccccc2)ccc1[N+](=O)[O-] (centres undefined) | 6% | ? | 0% | 9% | 2% | 0% | -7% | 4% | 1% | 10% | 15
CC(C)C(=O)Nc1nnc(Cc2c[nH]c3ccccc23)s1 | 26% | · | -2% | 24% | 0% | 1% | -10% | 3% | -3% | -18% | 45[activator]
COCc1nnc(NC(=O)CCCCCN2C(=O)c3ccccc3C2=O)s1 | -6% | 11% | -6% | -12% | -1% | -3% | 1% | 2% | -6% | 3% | -5
Nc1ccc(Sc2nnnn2-c2ccccc2)c(Cl)c1 | 25% | 24% | 17% | 2% | 6% | 6% | 6% | -5% | 8% | 2% | 10
CC1CCN(C(=O)COC(=O)c2ccc(=O)n(Cc3ccccc3)n2)CC1 | · | · | 4% | · | 5% | -2% | -1% | · | -3% | 6% | 8
CCc1cc(=O)oc2c3c(cc(OCC(=O)NCCCCCC(=O)O)c12)OC(C)(C)CC3 | 0% | -2% | -4% | 1% | 9% | -3% | 4% | · | -3% | ? | -4
O=C(CCn1c(=O)oc2cc(Cl)ccc21)Nc1ccc(O)cc1 | 2% | 1% | -8% | ? | 0% | -2% | 4% | 2% | -4% | 2% | 2
COCCNC(=O)CCCn1c(=O)c2cc(OC)c(OC)cc2n(CC(=O)c2ccc(Cl)cc2)c1=O | -16% | -8% | -1% | 17% | 9% | -2% | · | 8% | 1% | -1% | ·
CN1CCc2c(sc(/N=C/c3cc(Cl)ccc3O)c2C#N)C1 | -20% | · | ? | 13% | 16µM* | 18% | 19% | -3% | ? | 2.4µM* | -13
COc1ccc(C(=S)N2CCOCC2)cc1OC(=O)c1ccc(C)cc1 | -10% | · | 2% | 8% | 2% | -3% | -14% | · | 11% | 3% | -1
O=C(NC1CCCC1)C1C2C=CC(C2)C1C(=O)N1CCOCC1 (centres undefined) | 4% | -13% | -2% | -20% | -6% | 1% | 0% | 7% | 7% | 0% | -11
CCc1ccccc1S(=O)(=O)Cc1ccc(C(=O)NCCc2ccccc2)o1 | ? | -6% | 24% | ? | -5% | 0% | 0% | · | 4% | 2% | 3
COC(=O)c1c(N)sc(Cc2ccccc2)c1C | -6% | ? | -2% | -36% | 0% | -2% | -2% | 5% | 1% | -6% | 11
O=C(C1CC(=O)N(c2ccc(F)cc2)C1)N1CCN(c2ccc(F)cc2)CC1 (centres undefined) | 3% | · | -7% | -2% | 0% | -7% | 0% | 0% | -1% | 3% | -17
Cc1ccc(CN(Cc2ccc(C)o2)C(=S)NCC(=O)O)cc1 | 2% | 5% | -11% | -3% | 0% | -1% | 6% | 0% | -8% | 3% | 6
COc1ccc(CNC(=O)C(c2cccs2)N(C(=O)c2csnn2)C2CC2)cc1 (centres undefined) | 4% | 2% | -5% | 40% | -3% | 0% | -1% | 14% | 4% | 1% | -5
N/C(=N\OC(=O)c1ccc(Cl)cc1Cl)c1ccc(Cl)cc1 | -10% | 5% | 20% | 1% | ? | 1.4µM* | 51% | 18% | 1.6µM* | 0.54µM* | -1
C=CCN1C(C(=O)c2ccccc2)=C(OC(=O)COc2ccccc2)c2ccccc2S1(=O)=O | ? | 0% | 6% | ? | -4% | 2% | -53% | -9% | -7% | 1% | -15
O=C(O)CS(=O)(=O)CC(=O)NCc1cccc(C(F)(F)F)c1 | -1% | -1% | 2% | 1% | -1% | 0% | 7% | 3% | -11% | 3% | -21
CCOC(=O)c1cccc(NC(=O)CCn2nnc3ccccc32)c1 | 1% | 0% | -2% | ? | 0% | -2% | 30% | 3% | 1% | -2% | 10
CCOC(=O)C(=O)Nc1nc(-c2ccc3c(c2)CCN3C(=O)C2CC2)c(C)s1 | ? | -8% | 16% | 16% | 7% | 3% | 58% | 1% | -3% | ? | 5
COc1cc(O)c2c(c1)OC(c1ccc(O)cc1)CC2=O (centres undefined) | -13% | 0% | -3% | ? | ? | 2% | -40% | 1% | -4% | -5% | 2
Cc1onc(-c2ccccc2Cl)c1C(=O)NC(=S)NCc1cccnc1 | -16% | -8% | -6% | 25% | 6% | -3% | 9% | -2% | -2% | -1% | -6
COc1cc(S(=O)(=O)NC2CCCC2)c(OC)cc1Cl | 10% | 3% | -1% | 23% | 3% | -6% | -4% | 1% | 1% | 0% | 0
COc1ccccc1N1CCN(C(=O)c2ccc3nc(-c4ccco4)c(-c4ccco4)nc3c2)CC1 | 18% | 0% | -6% | -20% | -13% | -2% | -80% | 6% | -4% | -15% | 10
CCOc1cc(C(=O)NC(CC(=O)O)c2ccc(OC3CCCC3)cc2)cc(OCC)c1OCC (centres undefined) | -6% | 27% | 1% | -19% | -3% | -4% | 9% | · | -1% | -1% | -26
COc1cc(NC(=S)NC2CC(C)(C)NC(C)(C)C2)cc(OC)c1 | 1% | 14% | -4% | 7% | 0% | -3% | 9% | 1% | 1% | 3% | -4
CS(=O)(=O)Nc1ccccc1C(=O)c1ccccc1 | 11% | 8% | 1% | 40% | 5% | 1% | 21% | -6% | 1% | 3% | 11
OC(c1cc(C(F)(F)F)nc2c(Cl)cc(Cl)cc12)C1CCCCN1 (centres undefined) | -21% | -22% | -14% | -31% | -4% | -4% | -101%[inhibitor] | -2% | -5% | 4% | 5
CCCCNC(=O)CN(c1ccc(Cl)c(Cl)c1)S(C)(=O)=O | 7% | 0% | -15% | 23% | -1% | 0% | 3% | 0% | -5% | 4% | 5
Cc1nn2c(NCC(C)C)c3c(nc2c1-c1ccccc1)CCC3 | 6% | 3% | -3% | ? | 1% | -8% | -3% | -3% | 4% | 2% | 0
CC(C)/C(=N\NC(=O)Nc1ccccc1)c1ccccc1 | 8% | · | -5% | 36% | 2% | 0% | -10% | 2% | 2% | 3% | -23
Nn1c(SCC(=O)NCc2ccccc2)nnc1C1CC1 | -15% | -19% | 1% | -10% | 2% | 2% | 7% | 9% | 0% | -2% | -4
Cc1cc(C)n(-c2cc(N3CCN(S(=O)(=O)c4ccc5ccccc5c4)CC3)ccc2[N+](=O)[O-])n1 | -5% | ? | -1% | 24% | -1% | -8% | -16% | 1% | -9% | 1% | -15
CCOc1cc(C(=S)N2CCOCC2)cc(Br)c1OS(=O)(=O)c1ccccc1 | 8% | 23% | · | -2% | -3% | -2% | -33% | -3% | 0% | -2% | -10
CC(=O)N1CCN(CC(=O)Nc2ccc(C)c(F)c2)CC1 | -11% | -29% | -6% | 8% | 0% | 1% | -3% | · | -7% | 0% | 17
O=C(N/N=C/c1ccc(O)cc1O)c1ccncc1 | 0% | ? | 14% | -23% | 4% | -32%[inhibitor] | -41% | · | -35%[inhibitor] | -15% | -7
Cc1c(NC(=O)CSc2nnc(-c3ccncc3)o2)c(=O)n(-c2ccccc2)n1C | 3% | -7% | -6% | 25% | -15% | 5% | 0% | 8% | -2% | -2% | 9
COC(=O)CSc1nsc(SCC(=O)OC)c1C#N | -2% | 8% | -6% | 4% | -13% | 1% | 3% | 7% | 3% | 2% | 36[activator]
COc1cc([N+](=O)[O-])ccc1NC(=O)CCCOc1cccc(C)c1C | ? | 11% | 6% | 20µM* | 0% | 2% | 2% | 2% | 2% | 10% | -6
COC(=O)Cc1c(C)c2ccc(OCC(=O)N(C)C3CCS(=O)(=O)C3)cc2oc1=O (centres undefined) | -18% | -3% | -2% | -1% | 3% | -3% | 10% | · | 1% | 1% | 28
COc1cc(/C=N/Nc2cc(C)nc(NS(=O)(=O)c3ccccc3)n2)ccc1O | -1% | · | -5% | 0% | 2% | -3% | -19% | 6% | 0% | 3% | -12
